Screening data as filed in PubChem BioAssay.
EPAC1 antagonist: EPAC1 (human) antagonism; EPAC1 GEF assay, Rap1b-BODIPY-GDP exchange fluorescence; Potency, µM (titrated, usually from 115 µM), for inactives: at the top dose activity change, negative = inhibition, hits mostly inhibitors; 0.14% of 360,000 active;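 further: potency means the concentration at half of the fitted maximal effect; plate controls were vehicle for no effect and positive control for full effect; nearly all actives have a fitted effect of over 50% in size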
Target sequence (O95398 whole entry, looked up): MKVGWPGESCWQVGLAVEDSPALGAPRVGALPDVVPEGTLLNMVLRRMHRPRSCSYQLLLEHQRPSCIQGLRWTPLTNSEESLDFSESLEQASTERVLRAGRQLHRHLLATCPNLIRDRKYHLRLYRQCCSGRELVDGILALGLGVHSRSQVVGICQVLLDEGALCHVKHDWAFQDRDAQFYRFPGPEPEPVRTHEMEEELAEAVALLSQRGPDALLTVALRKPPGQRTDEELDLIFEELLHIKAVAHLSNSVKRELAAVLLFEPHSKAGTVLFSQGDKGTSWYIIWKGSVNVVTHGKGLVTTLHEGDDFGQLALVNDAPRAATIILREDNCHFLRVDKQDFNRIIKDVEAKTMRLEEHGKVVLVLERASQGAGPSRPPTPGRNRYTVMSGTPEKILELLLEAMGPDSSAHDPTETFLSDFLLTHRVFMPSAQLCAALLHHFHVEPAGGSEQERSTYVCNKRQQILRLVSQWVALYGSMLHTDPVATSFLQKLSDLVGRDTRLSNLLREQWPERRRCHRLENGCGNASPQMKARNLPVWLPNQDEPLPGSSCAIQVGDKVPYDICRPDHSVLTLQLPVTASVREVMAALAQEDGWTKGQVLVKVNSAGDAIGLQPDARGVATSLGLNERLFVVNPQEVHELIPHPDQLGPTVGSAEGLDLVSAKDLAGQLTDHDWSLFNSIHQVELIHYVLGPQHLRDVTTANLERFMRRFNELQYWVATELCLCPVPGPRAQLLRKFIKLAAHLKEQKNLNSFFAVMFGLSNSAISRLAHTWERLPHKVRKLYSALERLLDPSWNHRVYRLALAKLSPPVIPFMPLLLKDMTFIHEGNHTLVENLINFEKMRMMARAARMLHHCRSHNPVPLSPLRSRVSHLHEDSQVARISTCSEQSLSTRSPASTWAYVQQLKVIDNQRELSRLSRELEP
PLK1 PBD block: PLK1 (human) polo-box domain binding inhibition; 2.8% of 360,000 active; P53350; Potency, µM, for the others: max response, negative = inhibition, most hits filed as inhibitors; Plk1 PBD binding of FITC phosphopeptide, fluorescence polarization; further: potency means the concentration at half of the fitted maximal effect; series mostly up to about 57 µM; on the % scale 0 is the no-effect control and ±100 the full control effect; nearly all actives have a fitted effect of over 65% in size
Mm-Cpn inhibitor: inhibitors of Methanococcus maripaludis chaperonin (MmCpn). purified Mm-Cpn ATPase, ADP Transcreener TR-FRET. Potency, µM (series often up to 76.9 µM), inactives show at the highest dose activity, negative = inhibition, usual class: inhibitors. 0.031% of 330,000 active. AID 504842; further: potency means the concentration at half of the fitted maximal effect; on the % scale 0 is the no-effect control and ±100 the full control effect; nearly all actives have a fitted effect of over 80% in size
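Inhibition of chaperonin ATP hydrolysis is measured as reduced ADP production, detected by competitive TR-FRET in which signal falls with ADP. Final enzyme 25 nM and ATP 10 uM, reacted 30 min at 37°C.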
WRN inhibitor: blocks human WRN helicase; Q14191; WRN helicase unwinding, fluorescent forked duplex, kinetic; Potency, µM (series often up to 114 µM), without a hit: top-dose activity change, negative = inhibition, actives largely listed as inhibitors; 0.46% of 360,000 active; further: potency means the concentration at half of the fitted maximal effect; on the % scale 0 is the no-effect control and ±100 the full control effect; nearly all actives have a fitted effect of over 55% in size
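WRN at 20 nM final preincubated with compound 15 min at room temperature; reaction started with 100 nM fluorophore/quencher forked duplex oligonucleotide and 2 mM ATP final. Unwinding followed kinetically by red fluorescence (ex 525, em 598 nm).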
PI5P4K alpha inh: blocks human PI5P4K alpha kinase activity; PI5P4Kalpha enzyme, ADP-Glo luminescence, 60 min; hits give low values; max response, %; 1.2% of 330,000 active; active means max response of -50% or lower; inconclusive means between -30% and -50%; inactive means -30% or higher; further: value at the top dose of about 77 µM; on the % scale 0 is the no-effect control and ±100 the full control effect
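PI5P4Kalpha ADP-Glo assay; 5 microM ATP final; 60 min RT reaction; HEPES pH 7.4/EGTA/CHAPS, 5% DMSO; controls lacking substrate or enzyme; luminescent end-point.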
EPAC1 ag: activates human EPAC1 exchange factor; EPAC1 agonist qHTS, biochemical assay; response scale: 100% = response to 6.5 mM cAMP; Potency, µM (highest dose often 154 µM), without a hit: at the highest dose activation, actives largely listed as activators; 0.073% of 360,000 active; AID 720707; further: potency means the concentration at half of the fitted maximal effect; nearly all actives have a fitted effect of over 60% in size
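Read-out is the fluorescence drop as BODIPY-GDP leaves Rap1B (480 nm excitation, 540 nm emission), recorded every 5 minutes over 30 minutes. Reactions held 100 nM EPAC1, 250 nM Rap1B–BODIPY-GDP and 50 uM GDP, with 6.5 mM cAMP setting full activation.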
EPAC2 antag: antagonists of human EPAC2. Q8WZA2. EPAC2 GEF exchange of Rap1B-BODIPY-GDP, fluorescence. Potency, µM (highest dose often 114 µM), without a hit: at the top dose activity, negative = inhibition, hits mostly inhibitors. 0.18% of 360,000 active. AID 720708; further: potency means the concentration at half of the fitted maximal effect; on the % scale 0 is the no-effect control and ±100 the full control effect; nearly all actives have a fitted effect of over 45% in size; many of its hits are not listed in these tables
CCT modulator: changes cytosolic chaperonin activity; purified chaperonin ATPase assay, HTRF ADP detection, 30 min; activity change, % (no concentration beside the values), hits read low; 0.3% of 360,000 active; AID 651819; in the data active means activity change below about -30%; further: on the % scale 0 is the no-effect control and ±100 the full control effect
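Enzyme 40 or 20 nM (batch-dependent) in Tris pH 7.4/KCl/MgCl2/DTT; cpd 76 uM single point; ATP 10 uM; 30 min 37 °C; Transcreener ADP HTRF detection, 30 min RT; ratio 665/615.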
Starred values were filed as active, the others as inactive; ? = inconclusive; nt = no result given; [ ] = dose if it differs, or a comment. Unless noted, the call rests on the fitted dose curve; in most records, active means well fitted curve in the direction sought with a large enough effect; inconclusive means small, poorly fitted or top-dose-only effect, or another doubt; inactive means no such curve, though single readings can be large; an effect the other way counts as inactive or inconclusive. These rows are one share of the data. The share of hits here may be higher or lower than overall.

No. | smiles | EPAC1 antagonist | PLK1 PBD block | Mm-Cpn inhibitor | WRN inhibitor
1 | Cc1noc(C)c1C(=O)OC(C)C(=O)N(C)c1ccccc1 (stereo not given) | 13% | 2% | 1% | -3%
2 | CCC(CC)C(=O)N(C)c1c(C)nc2c(OCc3ccc(C(F)(F)F)cc3)cccn12 | -13% | -4% | nt | -8%
3 | Cc1ccc(NC(=O)[C@H](C)NC(=O)C2CCN(C(=O)[C@@H](N)C(C)C)CC2)cc1 | -8% | -3% | 2% | -1%
4 | COc1ccc(OC)c(N(CC(=O)Nc2ccc3c(c2)OCO3)S(=O)(=O)c2ccccc2)c1 | 2% | -7% | 1% | -7%
5 | COc1cc(C(=O)Nc2ccc3c(c2)Cc2ccccc2-3)cc(OC)c1OC | -4% | 1% | -4% | -2%
6 | O=C(COc1ccccc1)Nc1ccc(F)cc1 | 3% | -18% | nt | -18%
7 | N#C/C(=C\c1cccc(O)c1)C(=O)Nc1ccc2c(c1)OCCO2 | -8% | -16% | -2% | ?
8 | O=C(/C=C/c1ccco1)NC(=S)Nc1ccc(N2CCCC2)cc1 | -14% | -12% | 0% | -4%
9 | CC1CN(C(=O)c2cc3cc([N+](=O)[O-])ccc3oc2=O)CC(C)O1 (stereo not given) | -5% | -11% | 1% | -8%
10 | C/C(=N\Nc1ccc(C)c(Cl)c1)c1ccncc1 | 13% | -9% | -1% | -3%
11 | Cc1ccc(OCCn2c(=O)sc3ccccc32)cc1 | -10% | -7% | -1% | -28%
12 | CCOc1ccc(-c2nnn(CCC(=O)O)n2)cc1OC | 5% | -2% | 1% | 13%
13 | COc1ccc(CN2CCN(C(=O)c3ccc(S(=O)(=O)N4CCCCCC4)cc3)CC2)cc1F | -25% | -7% | -2% | 5%
14 | COc1cccc(C(=O)OCC(=O)c2[nH]c(C)c(C(C)=O)c2C)c1 | -7% | -10% | -11% | -7%
15 | Cc1ccsc1C(=CCCN1CCC[C@@H](C(=O)O)C1)c1sccc1C | 5% | -13% | nt | 4%

No. | PI5P4K alpha inh | EPAC1 ag | EPAC2 antag | CCT modulator
1 | -2 | -1% | -4% | 2.0
2 | 2 | -15% | ? | -0.1
3 | 6 | 4% | -7% | 0.7
4 | -13 | 9% | -3% | -1.1
5 | 2 | 10% | 1% | 1.3
6 | 2 | 7% | -4% | -0.3
7 | -11 | 14% | 4% | -0.6
8 | -13 | 9% | -11% | -1.0
9 | 5 | 7% | -7% | -1.1
10 | 2 | 0% | 5% | 1.7
11 | 21 | 8% | -7% | -1.0
12 | nt | 2% | 15% | 2.1
13 | 6 | 1% | -8% | -3.2
14 | -3 | -17% | 2% | 0.0
15 | -2 | -6% | 5% | 0.5

(next part)
No. | smiles | EPAC1 antagonist | PLK1 PBD block | Mm-Cpn inhibitor | WRN inhibitor
16 | N#CC1=C(Nc2ccccc2Cl)SC(c2ccccc2O)NC1=O (stereo not given) | 8% | ? | 1% | 9%
17 | Cc1ccnc(NS(=O)(=O)c2ccccc2)n1 | -5% | -10% | -1% | -2%
18 | CCC(C)(C)NC(=O)C(c1ccc(OC)cc1)N(C(=O)CCC(=O)Nc1cc(C)on1)c1ccccc1F (stereo not given) | -17% | -4% | -1% | 3%
19 | O=C(NCc1cccc(F)c1)c1cccc2c1C(=O)c1ccc(N3CCC(Cc4ccccc4)CC3)cc1S2(=O)=O | 113%[activator] | ? | -16% | -11%
20 | O=[n+]1cc(-c2cc3ccccc3o2)n([O-])c2c1CCCC2 | 9% | -7% | -3% | 16%
21 | O=C(/C=C/c1ccccc1O)c1ccco1 | -17% | -17% | 1% | -28%
22 | Cn1c(CCNC(=O)OC(C)(C)C)n[nH]c1=S | -19% | -1% | 0% | -10%
23 | Cc1ccc2c(CN3CCCCC3)cc(=O)oc2c1C | -1% | -1% | 0% | -6%
24 | Cc1ccccc1C(=O)NC1CCN(CC(=O)Nc2ccc(N(C)C)cc2)CC1 | -15% | 3% | 1% | 11%
25 | CN(CC(=O)Nc1cc(S(=O)(=O)N2CCCC2)ccc1Cl)Cc1nc2ccccc2c(=O)[nH]1 | -16% | -7% | nt | 2%
26 | O=C1CNC(=S)N1Cc1ccccc1Cl | 1% | -21% | 0% | -1%
27 | Cc1cccn2c(=O)c(/C=N/O)c(N3CCCC3)nc12 | -4% | -7% | 1% | -8%
28 | CCC1(CC)C(=O)C2=C3C1[C@H](C(=O)OC)C=C(C(=O)OC)C[C@H]3[C@H]1C(=O)N(Cc3ccccc3)C(=O)[C@H]1[C@H]2C (stereo not given in full) | -7% | -11% | nt | 2%
29 | COc1ccccc1NS(=O)(=O)c1cccc(C(=O)NCC(c2cccs2)N2CCOCC2)c1 (stereo not given) | -15% | -4% | -1% | -5%
30 | O=C(Nc1ccc(S(=O)(=O)N2CCCC2)cc1)C1CC(=O)N(c2ccccc2)C1 (stereo not given) | -8% | ? | -2% | -3%

No. | PI5P4K alpha inh | EPAC1 ag | EPAC2 antag | CCT modulator
16 | ? | 4% | 16% | -0.5
17 | nt | 9% | -2% | -5.7
18 | 10 | -8% | 2% | -5.2
19 | -2 | -69%[inhibitor] | 117%[activator] | -0.5
20 | 2 | 0% | 7% | 1.3
21 | 0 | 7% | -3% | 2.4
22 | 6 | -3% | -15% | -1.2
23 | -2 | 8% | -8% | -0.8
24 | -5 | -13% | -11% | -0.2
25 | 4 | 5% | -10% | -0.9
26 | -10 | -5% | 5% | 0.6
27 | nt | 0% | 2% | -2.4
28 | -6 | 7% | 11% | -3.0
29 | 1 | 4% | 0% | 2.2
30 | -3 | 0% | 0% | -0.7

(list continues)
No. | smiles | EPAC1 antagonist | PLK1 PBD block | Mm-Cpn inhibitor | WRN inhibitor
31 | CC12CCC(=O)N1C(C(=O)NCCc1ccc(S(N)(=O)=O)cc1)CS2 (stereo not given) | -11% | 1% | -11% | -21%
32 | CC1(Oc2ccc(Cl)cc2)CCN(Cc2csc3ccccc23)C1 (stereo not given) | -11% | -4% | nt | -8%
33 | Cc1ccc(S(=O)(=O)CCC(=O)NCCN2C(=O)S/C(=C/c3ccc(F)cc3)C2=O)cc1 | -7% | -8% | 0% | -15%
34 | COc1ccccc1S(=O)(=O)Cc1ccc(C(=O)N2CCN(c3ccc(C)cc3)C(C)C2)o1 (stereo not given) | -6% | -15% | -10% | 0%
35 | N#Cc1ccc(OCC(=O)OCCCOC(=O)COc2ccc(C#N)cc2)cc1 | 1% | -7% | 1% | -30%
36 | C=CCn1c(CNC(=O)c2cccs2)nnc1SCc1ccc(Cl)cc1Cl | -1% | -1% | 4% | -20%
37 | COc1cccc(C2C(C(=O)c3cc4ccccc4o3)=C(O)C(=O)N2CCN(C)C)c1OC (stereo not given) | 3% | -25% | nt | -13%
38 | CCOc1ccc(C(=O)NNC(=O)CN2C(=O)NC3(CCCC3)C2=O)cc1 | 3% | 2% | 3% | 6%
39 | C=CCOc1c(CNc2cccc(C(=O)O)c2)cccc1OCC | 4% | -1% | -10% | -10%
40 | COc1cc(C(=O)N2CCCCC2c2cc(C(=O)Nc3ccccc3Cl)no2)cc(OC)c1C (stereo not given) | -24% | -12% | nt | -6%
41 | Cc1ccc(NC(=O)c2nccnc2C(=O)O)cc1C | 2% | 2% | -1% | 2%
42 | Cc1ccc(S(=O)(=O)Nc2cc(Cl)c(O)cc2C)cc1 | -14% | -4% | 0% | -21%
43 | CCOc1ccc(S(=O)(=O)N(C)c2ccc(OCC(=O)NCc3ccc(C(=O)OC)cc3)cc2)cc1 | -8% | -3% | 3% | -7%
44 | O=C(CCN=C1NS(=O)(=O)c2ccccc21)OCC(=O)c1ccc(F)c(F)c1 | 6% | 5% | 0% | -6%
45 | O=C(Nc1ncccc1O)c1cccc(S(=O)(=O)NCc2ccccc2)c1 | 6% | -3% | 0% | -7%
46 | COc1cccc(C(=O)Nc2ccc3c(c2)OCO3)c1OC | 0% | -4% | 0% | -28%
47 | O=C(NCc1ccc(Cl)c(Cl)c1)c1cc(C2CCCCN2C(=O)c2cccs2)on1 (stereo not given) | 4% | -8% | nt | -7%
48 | CC1(C(=O)NS(=O)(=O)Cc2ccccc2)CCN1C(=O)Cc1cc(F)ccc1F (stereo not given) | -1% | -11% | nt | 1%[57.1 µM]

No. | PI5P4K alpha inh | EPAC1 ag | EPAC2 antag | CCT modulator
31 | -5 | 0% | 0% | 1.3
32 | 19 | -6% | -4% | 0.0
33 | -10 | 4% | 2% | -1.1
34 | 2 | -23% | -7% | -0.2
35 | -4 | 2% | -3% | -1.5
36 | 9 | 3% | -7% | 1.8
37 | 7 | -11% | 6% | 2.3
38 | 4 | 5% | 7% | 0.1
39 | nt | 5% | 1% | 1.8
40 | -2 | -12% | -5% | 0.3
41 | 0 | -7% | 0% | -0.4
42 | nt | 7% | -7% | -3.6
43 | 5 | 12% | -11% | 1.0
44 | 0 | -4% | -2% | -1.6
45 | -4 | 3% | 2% | -1.5
46 | 1 | 1% | -2% | -0.4
47 | 1 | 9% | -2% | 0.5
48 | -1 | 13% | 8% | 0.1

Among those listed so far, eight contain fluorine:
No. | smiles | EPAC1 antagonist | PLK1 PBD block | Mm-Cpn inhibitor | WRN inhibitor
2 | CCC(CC)C(=O)N(C)c1c(C)nc2c(OCc3ccc(C(F)(F)F)cc3)cccn12 | -13% | -4% | nt | -8%
6 | O=C(COc1ccccc1)Nc1ccc(F)cc1 | 3% | -18% | nt | -18%
13 | COc1ccc(CN2CCN(C(=O)c3ccc(S(=O)(=O)N4CCCCCC4)cc3)CC2)cc1F | -25% | -7% | -2% | 5%
18 | CCC(C)(C)NC(=O)C(c1ccc(OC)cc1)N(C(=O)CCC(=O)Nc1cc(C)on1)c1ccccc1F (stereo not given) | -17% | -4% | -1% | 3%
19 | O=C(NCc1cccc(F)c1)c1cccc2c1C(=O)c1ccc(N3CCC(Cc4ccccc4)CC3)cc1S2(=O)=O | 113%[activator] | ? | -16% | -11%
33 | Cc1ccc(S(=O)(=O)CCC(=O)NCCN2C(=O)S/C(=C/c3ccc(F)cc3)C2=O)cc1 | -7% | -8% | 0% | -15%
44 | O=C(CCN=C1NS(=O)(=O)c2ccccc21)OCC(=O)c1ccc(F)c(F)c1 | 6% | 5% | 0% | -6%
48 | CC1(C(=O)NS(=O)(=O)Cc2ccccc2)CCN1C(=O)Cc1cc(F)ccc1F (stereo not given) | -1% | -11% | nt | 1%[57.1 µM]

No. | PI5P4K alpha inh | EPAC1 ag | EPAC2 antag | CCT modulator
2 | 2 | -15% | ? | -0.1
6 | 2 | 7% | -4% | -0.3
13 | 6 | 1% | -8% | -3.2
18 | 10 | -8% | 2% | -5.2
19 | -2 | -69%[inhibitor] | 117%[activator] | -0.5
33 | -10 | 4% | 2% | -1.1
44 | 0 | -4% | -2% | -1.6
48 | -1 | 13% | 8% | 0.1
